FLuc modulator = qHTS profiling assay for firefly luciferase inhibitor/activator using purifed enzyme and Km concentrations of substrates (counterscreen for miR-21 project). purified FLuc, Km substrates, luminescence inhibition. Potency, µM (top dose mostly 57.5 µM), inactives show top-dose activity change, negative = inhibition, actives largely listed as inhibitors. actives 6.9% (n = 360,000). AID 588342, 2011;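 further: potency means the concentration at half of the fitted maximal effect; plate controls were vehicle for no effect and reference inhibitor for full effect; nearly all actives have a fitted effect of over 55% in size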
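Biochemical qHTS of compounds, final roughly 60 µM downward over six points, against 10 nM purified firefly luciferase using Km concentrations of substrates (10 uM D-luciferin, 10 uM ATP) in Tris acetate pH 7.5 buffer; luminescence output.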
p53 reactivator = qHTS assay for re-activators of p53 using a Luc reporter; Potency, µM (series often up to 92.2 µM), inactives show at the top dose activity change, positive = activation, hits mostly activators; H1299 p53-A138V BP100-luciferase reporter, luminescence, 24 h; actives 0.063% (n = 320,000); further: potency means the concentration at half of the fitted maximal effect; % of control where 0% means no effect; nearly all actives have a fitted effect of over 45% in size
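H1299 (p53-null), stable ts p53-A138V + BP100-Luc; 1000 cells/well, Opti-MEM/10% FBS; cpd 4 pt, 1:5; 24 h, 37 deg C, 5% CO2; detection reagent 10 min RT; luminescence.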
RORgamma inh = qHTS for inhibitors of ROR gamma transcriptional activity | Nuclear receptor ROR-gamma (Mus musculus), P51450 | Drosophila S2 Gal4-RORgamma UAS-luciferase reporter, 20 h | Potency, µM (doses to about 53.6 µM), for the others: top-dose activity change, negative = inhibition, usual class: inhibitors | actives 5.4% (n = 310,000) | AID 2551, 2010; further: potency means the concentration at half of the fitted maximal effect; on the % scale 0 is the no-effect control and ±100 the full control effect; nearly all actives have a fitted effect of over 60% in size
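Read-out: Photinus luciferase luminescence; inhibitors lower reporter signal. Insect Schneider cells with Gal4-ROR gamma fusion under metallothionein promoter, UAS reporter; 700 uM final copper sulfate induction, 20 hr, ambient temperature.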
Gal4-VP16 FLuc = VP16 counterscreen qHTS for inhibitors of ROR gamma transcriptional activity; Drosophila S2 Gal4-VP16 UAS-luciferase, luminescence, 20 h; Potency, µM (doses to about 53.6 µM), inactives show at the top dose activity, negative = inhibition, actives largely listed as inhibitors; actives 3.5% (n = 310,000); AID 2546, 2010;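 further: Gal4-VP16 expression switched on by copper sulfate through the metallothionein promoter; potency means the concentration at half of the fitted maximal effect; on the % scale 0 is the no-effect control and ±100 the full control effect; nearly all actives have a fitted effect of over 50% in size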
NPC1 promoter act = qHTS Assay for NPC1 Promoter Activators | Potency, µM (series often up to 9.22 µM), for the others: at the top dose activation, usual class: activators | actives 2.4% (n = 320,000) | Huh7 NPC1 promoter luciferase reporter, 24 h;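 further: potency means the concentration at half of the fitted maximal effect; % of control where 0% means no effect; nearly all actives have a fitted effect of over 60% in size; reporter is driven by a mutant NPC1 promoter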
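Stably transfected Huh7 (NPC1 promoter→luciferase), 1500 cells/well in Opti-MEM + 10% FBS, 2 h settle, then compound 24 h at 37 °C. Luminescence after 10 min with Amplite reagent.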
Rab9 promoter act = qHTS Assay for Rab9 Promoter Activators | Potency, µM (series often up to 9.22 µM), inactives show at the highest dose activation, negative = inhibition, actives largely listed as activators | actives 2.8% (n = 320,000) | Huh7 Rab9 promoter-luciferase reporter, luminescence, 24 h; further: potency means the concentration at half of the fitted maximal effect; % of control where 0% means no effect; nearly all actives have a fitted effect of over 60% in size
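Cells were plated at 1500 per well in reduced-serum medium with 10% FBS and left 2 h. Compound in DMSO was then added for 24 h at 37 °C. Reporter signal was read by luminescence after 10 min with luciferase detection reagent.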
ELG1 genotox = qHTS screen for small molecules that induce genotoxicity in human embryonic kidney (HEK293T) cells expressing luciferase-tagged ELG1 | HEK293T ELG1-luciferase reporter, luminescence, 16 h | Potency, µM (highest dose often 46 µM), without a hit: at the top dose activity change, positive = activation, actives largely listed as activators | actives 1.3% (n = 330,000); further: potency means the concentration at half of the fitted maximal effect; % of control where 0% means no effect; nearly all actives have a fitted effect of over 60% in size
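16 hr compound incubation (37 °C, 5% CO2) of HEK293T cells carrying luciferase-tagged ELG1; luciferase then measured by ONE-Glo luminescence after 30 min at RT.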
TRPV1 ag = HTS Assay for Compounds that Act as Agonists of the Vanilloid Receptor 1. TRPV1-expressing cells, Fluo-8 calcium influx, agonist mode. actives 0.19% (n = 320,000). activation, % at 8.33 µM; in the data active means activation above about 80%; inconclusive means between about 30% and that limit; further: 0% is about no effect
Target sequence (Q8NER1 whole entry, looked up): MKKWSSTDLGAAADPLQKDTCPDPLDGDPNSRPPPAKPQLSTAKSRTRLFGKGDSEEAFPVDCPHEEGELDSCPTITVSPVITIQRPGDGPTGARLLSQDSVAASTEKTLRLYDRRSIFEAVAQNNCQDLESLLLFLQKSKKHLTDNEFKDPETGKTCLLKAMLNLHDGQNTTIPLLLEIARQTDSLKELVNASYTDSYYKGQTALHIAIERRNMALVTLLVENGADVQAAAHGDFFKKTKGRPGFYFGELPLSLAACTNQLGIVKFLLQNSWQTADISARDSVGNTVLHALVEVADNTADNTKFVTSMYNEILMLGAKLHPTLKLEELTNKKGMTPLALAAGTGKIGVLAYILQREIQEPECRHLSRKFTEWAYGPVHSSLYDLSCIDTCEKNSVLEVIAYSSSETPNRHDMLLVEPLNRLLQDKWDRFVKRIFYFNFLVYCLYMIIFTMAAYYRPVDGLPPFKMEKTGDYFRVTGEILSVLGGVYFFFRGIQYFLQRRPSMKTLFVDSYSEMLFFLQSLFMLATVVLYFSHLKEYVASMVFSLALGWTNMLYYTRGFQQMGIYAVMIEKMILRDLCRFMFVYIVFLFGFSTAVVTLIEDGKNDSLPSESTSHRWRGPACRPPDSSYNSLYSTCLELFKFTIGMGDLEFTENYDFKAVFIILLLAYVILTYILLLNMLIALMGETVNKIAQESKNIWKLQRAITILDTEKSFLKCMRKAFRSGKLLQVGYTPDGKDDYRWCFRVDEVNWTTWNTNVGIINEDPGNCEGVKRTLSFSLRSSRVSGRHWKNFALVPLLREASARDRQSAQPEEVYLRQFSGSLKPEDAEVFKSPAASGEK
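TRPV1-expressing cells were cultured overnight at 35.5C and loaded with Fluo-8 calcium dye for 40 to 90 min at room temperature. After a 10 s baseline, compound was added and calcium influx was read kinetically for 3 min (ex 480/em 520 nm).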
BRCA1 expr act = qHTS Assay to Identify Small Molecule Activators of BRCA1 Expression; MCF7-BRCA1-FFLuc reporter, luminescence, 48 h; response scale: scaled: vehicle 0%, 10 µM genistein 100%; Potency, µM (series often up to 46.1 µM), without a hit: at the top dose activation, hits mostly activators; actives 1.1% (n = 380,000); AID 624202, 2012; further: potency means the concentration at half of the fitted maximal effect; nearly all actives have a fitted effect of over 80% in size; some results filed as inactive show a strong effect at the top dose
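Using MCF7 cells harboring a BRCA1 firefly luciferase reporter, plated 2 h before compound pinning, the screen measured luminescence after 48 h incubation. Responses were normalized to DMSO and 10 microM genistein, then fitted for concentration-effect.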
Tb PFK inh = qHTS Assay to Find Inhibitors of T. brucei phosphofructokinase | ATP-dependent 6-phosphofructokinase (Trypanosoma brucei brucei), O15648 | T. brucei PFK, ADP-Glo luminescence | Potency, µM (top dose mostly 57.5 µM), for the others: top-dose activity, negative = inhibition, usual class: inhibitors | actives 0.17% (n = 330,000) | AID 485367, 2010;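 further: potency means the concentration at half of the fitted maximal effect; 0% = uninhibited 1x PFK enzyme wells and -100% = no-enzyme wells; nearly all actives have a fitted effect of over 60% in size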
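PFK 1.25 nM, F6P 0.5 mM, ATP 0.1 mM, 0.1 M TEA pH 8.0, 5 mM MgCl2, 0.01% Tween20, 0.1% BSA; 45 min RT. ADP-Glo readout. qHTS titration up to 57 uM; curves fitted, compounds curve-classed.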
ELG1 repair inh = qHTS screen for small molecules that inhibit ELG1-dependent DNA repair in human embryonic kidney (HEK293T) cells expressing luciferase-tagged ELG1 | HEK293T ELG1-luciferase reporter, luminescence, 16 h; DNA damage induced by 5-fluorouridine | Potency, µM (highest dose often 46.1 µM), inactives show at the highest dose activity change, negative = inhibition, hits mostly inhibitors | actives 2.3% (n = 330,000); further: potency means the concentration at half of the fitted maximal effect; on the % scale 0 is the no-effect control and ±100 the full control effect; nearly all actives have a fitted effect of over 55% in size
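Luminescence from the luciferase reporter, measured 30 min after ONE-Glo reagent at room temperature, was the read-out. Beforehand, 2,000 cells per well were exposed for 16 hr at 37 °C to 5-fluorouridine together with compound or vehicle.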
* hit, by the source's call; ? = inconclusive; · = no result given; & = joins results of further samples; [ ] = dose if it differs, or a comment. Unless noted, the call rests on the fitted dose curve; in most records, active means well fitted curve in the direction sought with a large enough effect; inconclusive means small, poorly fitted or top-dose-only effect, or another doubt; inactive means no such curve, though single readings can be large; an effect the other way counts as inactive or inconclusive.

cpd | mol | FLuc modulator | p53 reactivator | RORgamma inh | Gal4-VP16 FLuc | NPC1 promoter act | Rab9 promoter act | ELG1 genotox | TRPV1 ag | BRCA1 expr act | Tb PFK inh | ELG1 repair inh
1 | COc1ccc(NS(=O)(=O)c2cccc3cccnc23)cc1OC | -2% | -5% | -30% | -27% | 1% | -11% | -4% | -2 | -31% | 4% | -1%
2 | C=C(C)CNC(=S)/N=c1\scc(C)n1CC | -17% | 11% | 7.9µM* | 8.9µM* | -2% | 3% | -3% | 4 | -47% | 0% | -26%
3 | COC(=O)c1cc(NC(=O)CC2NC3CCCCC3NC2=O)cc(C(=O)OC)c1 (configuration not stated) | -3% | 2% | ? | -13% | 2% | · | 2% | · | -3% | 6% | 2%
4 | Cc1onc(-c2c(Cl)cccc2Cl)c1C(=O)N1CCCCC1 | 1% | 0% | -36% | 6% | -3% | 0% | -6% | -1 | 0% | 2% | -11%
5 | O=C(COc1ccc(S(=O)(=O)N2CCCCC2)cc1)NCC1CCCO1 (configuration not stated) | -2% | 2% | 1% | 5% | 2% | 1% | 5% | 6 | 0% | 0% | 8%
6 | CC(=O)Nc1cccc(C(=O)OCC(=O)N(c2ccccc2)C2CCS(=O)(=O)C2)c1 (configuration not stated) | 0% | 3% | · | · | -6% | -5% | 0% | -1 | 17% | -2% | 14%
7 | CCOC(=O)N1CCN(C(=O)c2ccccc2NC(=O)c2ccc(C(C)(C)C)cc2)CC1 | ? | -12% | 12% | 7% | -1% | -6% | -1% | 9 | -9% | -3% | -9%
8 | O=C(c1ccccc1)c1ccc2c(c1)OCCOCCOCCOCCO2 | -5% | 0% | 3% | ? | 7% | -4% | -4% | -5 | -15% | -5% | ?
9 | O=C(CSc1nc2c(c(=O)n1-c1ccccc1)SCC2)N1CCN(c2ccccc2)CC1 | 2% | -2% | ? | 1% | -3% | 2% | -7% | -2 | 0% | 5% | 23µM*
10 | COc1ccc(/C=C(\NC(=O)c2ccccc2)C(=O)N/N=C/c2ccncc2)cc1 | 0% | -3% | 30% | -1% | -5% | -1% | 2% | · | -2% | 3% | -1%
11 | CC1(C)Cc2c(sc(NC(=O)c3ccc(S(=O)(=O)N4CCCCCC4)cc3)c2C#N)C(C)(C)N1 | 2% | 11% | 13% | -1% | -2% | -3% | 0% | -3 | -37% | -1% | -2%
12 | CC1(C)CC(CC(=O)O)(c2ccc(Cl)cc2)CCO1 (configuration not stated) | -3% | -4% | 3% | 9% | -2% | -4% | -1% | 0 | 8% | -6% | 3%
13 | Brc1ccc(-c2nnc(SCCC3OCCCO3)o2)cc1 | 15µM* | 4% | 14% | -2% | 24% | 23% | 13% | -2 | ? | 3% | ?
14 | CC(C)=NNC(=O)c1c(O)c2ccccc2[nH]c1=O | -2% | 12% | -19% | 1% | 4% | 6% | -8% | 1 | 4% | -4% | -18%
15 | CC(C)c1cc(CNC(=O)C2CCC(=O)N(Cc3ccccc3F)C2)on1 (configuration not stated) | -3% | 15% | -3% | -10% | 1% | 1% | 2% | -1 | -16% | -1% | -9%
16 | O=C(/C=C/c1ccco1)NCCc1ccccc1 | ? | ? | -7% | -4% | ? | ? | 0% | ? | 6.3µM* | -8% | ?
17 | CCOC(=O)c1ccccc1NC(=O)CSc1nc2c(c(=O)n(C)c(=O)n2C)n1C | -1% | 12% | -21% | -1% | -3% | -10% | 1% | -3 | · | -8% | 5%
18 | CCc1ccc(NS(=O)(=O)c2ccc3[nH]cc(C(=O)N4CCc5ccccc54)c(=O)c3c2)cc1 | 21µM* | ? | 44% | 9% | 12% | 23% | ? | 3 | 62% | 0% | ?
19 | Oc1ccccc1-c1nnc(SCCN2CCOCC2)n1Cc1ccccc1 | ? | 7% | -24% | -1% | 19% | 0% | ? | 7 | -79% | -4% | ?
20 | CCCCN(C)CCNC(=O)C1CCCN(S(=O)(=O)c2cccc3nsnc23)C1 (configuration not stated) | 0%&-5% | -3% | 2% | 4% | 3% | -6% | -1% | 1 | -10%&0% | -1% | ?

Carrying on:
cpd | mol | FLuc modulator | p53 reactivator | RORgamma inh | Gal4-VP16 FLuc | NPC1 promoter act | Rab9 promoter act | ELG1 genotox | TRPV1 ag | BRCA1 expr act | Tb PFK inh | ELG1 repair inh
21 | C=CCn1c(C)cc(C(=O)CSc2nnc(NC(C)C)s2)c1C | ? | 0% | 40% | 13% | 27% | 15% | 1% | 15 | 62% | 1% | 19%
22 | CCn1c(=O)c2ccccc2n(Cc2ccccc2C)c1=O | -1% | -18% | -26% | -4% | 1% | 0% | 3% | 2 | -22% | 2% | 10%
23 | Cc1ccccc1NC(=S)NC(=O)C1CCCCC1 | 0% | 12% | 4µM* | ? | 0% | 4% | 7% | 4 | 25% | -1% | ?
24 | COc1ccccc1OCc1n[nH]c(=S)n1Cc1ccccc1 | ? | -1% | 16% | -11% | -1% | -17% | ? | -3 | -6% | 6% | -16%
25 | O=C(CSc1nnc(-c2ccncc2)n1-c1ccc(Cl)cc1)Nc1ccc(C(=O)O)cc1 | -5% | -1% | -13% | -5% | 0% | 2% | 1% | -3 | 0% | -2% | 4%
26 | COc1cccc(-n2c(C)c(C(C)=O)c(C(C)=O)c2C)c1 | 1% | -4% | -42% | 0% | 0% | -9% | 3% | 2 | -25% | 0% | 6%
27 | CC(=O)Nc1ccc(S(=O)(=O)N2CCCN(S(=O)(=O)c3ccc(NC(C)=O)cc3)CC2)cc1 | 7% | -1% | -19% | -1% | 0% | -4% | -2% | 1 | -4% | -10% | -21%
28 | Cc1ccc(C)c(Cn2cnc3c(oc4ccccc43)c2=O)c1 | -13% | 2% | 12% | 4% | -4% | -4% | -6% | 15 | 3% | -2% | ?
29 | Cc1cc2c(cc(C(=O)OC(C(=O)NCC3CCCO3)C(C)C)n2C)o1 (configuration not stated) | ? | 2% | ? | ? | -3% | -1% | -3% | 8 | -3% | 4% | ?
30 | COc1ccc(C)cc1NC(=O)NCCCCc1ccccc1 | ? | -5% | 34% | -6% | -2% | -3% | -11% | -5 | 0% | -8% | ?
31 | O=C(COC(=O)CCC(=O)c1cccs1)Nc1ccc(S(=O)(=O)N2CCOCC2)cc1 | -3% | -1% | -11% | -1% | 8% | -4% | 5% | -1 | 0% | 6% | 14%
32 | CCCOC1CCCN(Cc2cn(C)nc2-c2ccccc2F)C1 (configuration not stated) | -2% | -3% | 1% | 4% | 0% | 5% | -3% | 1 | 19% | 7% | 5%
33 | CCOC(=O)c1cc(NC(=O)c2ccc(OC)cc2)c(=O)oc1-c1ccccc1 | -3% | 1% | 23% | -5% | -1% | -10% | -12% | 21 | -16% | -7% | -27%
34 | CN(c1ccccc1C(=O)N1CCN(Cc2ccc3c(c2)OCO3)CC1)S(C)(=O)=O | 1% | -1% | -7% | -5% | -2% | 1% | 15% | -5 | 0% | -5% | -3%
35 | COc1ccccc1C(=O)NCCNc1ccc([N+](=O)[O-])cc1Cl | -15% | -50%[inhibitor] | ? | 2% | 1% | 2% | 3% | 2 | -1% | 0% | 9%
36 | CCOCCCNC(=O)c1ccc(NC(=O)C2=CSCCO2)cc1 | -9% | 12% | 21% | 9% | 16% | 1% | 14% | -2 | 3% | 0% | ?
37 | Cn1c(=O)c2c(SCC(=O)N3CCCC3)nc(CC(C)(C)C)nc2n(C)c1=O | 0% | 1% | -18% | -6% | 2% | -4% | 0% | 3 | -1% | 3% | 4%
38 | COc1ccc(CN(C)C(=O)Cn2ccc(NC(=O)OCc3ccccc3)nc2=O)cc1OC | -5% | -6% | · | · | -4% | -4% | 0% | -1 | -9% | -29% | -7%
39 | CC(C)CCNc1nc(-c2ccco2)c2c(c1C#N)CCCC2 | 0% | 4% | -2% | 11% | -3% | 0% | -1% | 16 | -26% | 1% | 12%
40 | CC1C(=O)N2CCCc3cc(S(=O)(=O)NCCc4ccccc4)cc1c32 (configuration not stated) | -1% | -3% | 41% | 15% | 3% | -3% | -4% | 0 | -20% | 5% | -6%
41 | CCc1ccc(C(C)NC(=O)c2ccc(F)cc2)cc1 (configuration not stated) | 1% | -1% | 19% | -13% | 4% | 6% | 4% | 23 | 0% | 0% | 7%

High-throughput results (PubChem BioAssay)
